Compound activity: PubChem BioAssay, PCMD
Yeast eIF2B – modulators of yeast eIF2B activity | S. cerevisiae eIF2B-epsilon R284H, GCN4-lacZ luminescence | inhibition, % at 25 µM (by protocol) | 0.91% of 27,000 active | AID 688;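 active = mutant luminescence inhibited past about 50% while wild type luminescence and mutant growth stay under set limits, limit read from the data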; also: some compounds called inactive have numbers as strong as hits
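material = yeast eIF2B-epsilon R284H mutant carrying GCN4–beta-galactosidase fusion | schedule = 16 h growth with compound at 30 °C, 90 min Beta-Glo step | measured by = luminescence and A595 | compound dosing = one concentration, 25 µM, 0.25% DMSO | read-out basis = % inhibition of reporter signal and growth versus controls | buffer or medium = YPD medium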
Yeast tox – Inhibitors of S. cerevisiae growth, toxicity. 0.3% of 30,000 active. S. cerevisiae wild-type growth, A595 turbidity, 16 h. AID 685. growth inhibition, % at 25 µM (by protocol);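 active = mutant and wild-type yeast strains alike exhibit over 30% growth inhibition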;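 also: 0% = untreated cell controls and 100% = YPD media blanks without cells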
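Schedule: 16 h growth with compound, 30 °C. System: yeast, wild-type or eIF2Bepsilon-R284H mutant. Doses: one dose, 25 µM compound[…]. Buffer or medium: YPD. Signal: turbidity measured as absorbance at 595 nm. Read-out basis: growth inhibition (%) versus cell controls and blanks.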
Yeast tox inhibition % – also measured in Yeast tox; calls as there; growth inhibition, %; S. cerevisiae eIF2Bepsilon-R284H mutant growth, A595 turbidity, 16 h;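 each compound tested once at 25 µM; 0% equals untreated cells and 100% equals cell-free medium blanks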
Yeast eIF2B mutant toxicity – second read-out of Yeast eIF2B, no call of its own (marks repeat the call); growth inhibition, %; measured here: mutant yeast growth, toxicity;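 each compound tested once at 25 µM; zero equals untreated control growth and 100 equals blank medium absorbance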
An asterisk follows results filed as active; . = no result given.

Field names – A = Yeast eIF2B; B = Yeast eIF2B mutant toxicity; C = Yeast tox; D = Yeast tox inhibition %
O=C(CSc1nnnn1-c1cccc2c1CCCC2)N1CCCCC1
  A: 15	B: .	C: .	D: .

CCOC(=O)C(CCCOc1ccc(C(C)CC)cc1)C(=O)OCC (stereo not drawn)
  A: 3	B: 16	C: 4	D: 16

COc1ccccc1-c1nnc(SCC(=O)Nc2ccccc2)o1
  A: 25	B: 17	C: 12	D: 17

Cc1cccc(NCc2nc3ccccc3n2C)c1
  A: 35	B: 10	C: 28	D: 10

CCn1cnc2cc(NCc3cccc(OC)c3O)ccc21
  A: 7	B: -14	C: 3	D: -14

COC(=O)c1ccc(Oc2ccc3nnc(C)n3n2)cc1
  A: -9	B: -6	C: 11	D: -6

COCCOC(=O)c1c(NC(=O)CN2CCOCC2)sc(C(N)=O)c1C
  A: 17	B: 11	C: 22	D: 11

CCC(=O)N(Cc1cc2ccc(C)cc2n2nnnc12)C1CCCCC1
  A: 5	B: -4	C: 0	D: -4

CCCN(CCC)CCCOC(=O)c1ccc(Cl)cc1Cl
  A: .	B: .	C: 3	D: 11

COc1cccc(C2NC(=O)NC(C)=C2C(=O)Nc2ccc(C)cc2)c1OC (stereo not drawn)
  A: 14	B: -5	C: 5	D: -5

COc1cccc(Cn2cccc(NC(=O)NC3CCCCC3)c2=O)c1
  A: 24	B: -14	C: 7	D: -14

Cc1ccccc1NCN1C(=O)C2C3C=CC(C3)C2C1=O (stereo not drawn)
  A: 19	B: -20	C: -10	D: -20

CC1Cc2ccccc2N1S(=O)(=O)c1cnc[nH]1 (stereo not drawn)
  A: 20	B: 15	C: 16	D: 15

CCCCN1C(=O)CC(Nc2ccc(CC)cc2)C1=O (stereo not drawn)
  A: 18	B: 9	C: 20	D: 9

CC(C)c1[nH]c(=O)c(C#N)c2c1COC(C)(C)C2
  A: 42	B: -15	C: 22	D: -15

CCOC(=O)c1c(N)nn(C(C)=O)c1-c1ccccc1
  A: 54*	B: .	C: -3	D: 4

S=c1[nH]nc(-c2ccncc2)n1Cc1ccco1
  A: -7	B: 8	C: -2	D: 8

C=CCOC(=O)C1=C(C)NC(SCC)=C(C#N)C1c1ccc(Cl)cc1 (stereo not drawn)
  A: .	B: .	C: 16	D: 11

COCCN(CC(=O)NCc1ccc(F)cc1)C(=O)CCC(=O)Nc1ccccn1
  A: 32	B: -10	C: 3	D: -10

COc1cccc(C(=O)COC(=O)C(C)N2C(=O)C3C4C=CC(C4)C3C2=O)c1 (stereo not drawn)
  A: 10	B: 12	C: 8	D: 12

COc1ccc(-c2cn3c(C)c(C(=O)Nc4cc(NC(C)=O)ccc4OC)sc3n2)cc1
  A: 4	B: -21	C: -28	D: -21

O=C(CCN1C(=O)c2ccccc2C1=O)Nc1ccccc1C(=O)N1CCOCC1
  A: 15	B: 13	C: 16	D: 13

CN(C)CCNC(=O)COc1cccc(Cl)c1
  A: 18	B: -6	C: 17	D: -6

COc1ccc(F)cc1S(=O)(=O)N1CCCN(S(=O)(=O)c2cc(F)ccc2OC)CC1
  A: 12	B: -2	C: 9	D: -2

O=C(CCn1c(=O)[nH]c2ccccc2c1=O)N1CCN(c2cccc(C(F)(F)F)c2)CC1
  A: 28	B: -12	C: -6	D: -12

Next section (2 carried over from the part before).
Field names – A = Yeast eIF2B; B = Yeast eIF2B mutant toxicity; C = Yeast tox; D = Yeast tox inhibition %
COc1ccc(F)cc1S(=O)(=O)N1CCCN(S(=O)(=O)c2cc(F)ccc2OC)CC1
  A: 12	B: -2	C: 9	D: -2

O=C(CCn1c(=O)[nH]c2ccccc2c1=O)N1CCN(c2cccc(C(F)(F)F)c2)CC1
  A: 28	B: -12	C: -6	D: -12

COn1c(SCC(N)=O)nc2ccccc2c1=O
  A: 3	B: 10	C: 8	D: 10

O=S(=O)(CCc1ccccc1)N1CCOCC1
  A: -10	B: 8	C: -19	D: 8

CN(Cc1c(F)cccc1Cl)c1ccc(S(=O)(=O)N2CCOCC2)cn1
  A: 57*	B: .	C: -5	D: 24

CC(C)Cc1nc2oc3c(Cl)ncnc3c2c2c1CCC2
  A: 2	B: 10	C: 29	D: 10

COc1ccc(S(=O)(=O)NCCC(C)C)cc1OC
  A: -15	B: 8	C: 10	D: 8

COc1ccc(CN(C(=O)CSc2nnc(-c3ccc(F)cc3)o2)c2ccc(F)cc2)cc1
  A: 14	B: -4	C: 25	D: -4

CCn1cc(C2=NC(C)(C)CO2)c2ccccc21
  A: .	B: .	C: 22	D: 18

CCCC(=O)Nc1ccc(Cl)c(NC(=O)C(C)(C)C)c1
  A: 20	B: -9	C: 25	D: -9

Cc1ccnc(NC(=O)c2cc(-n3cnnc3)ccc2Cl)c1
  A: -10	B: 3	C: 8	D: 3

CC(C)NC(=S)NNC(=O)C12CC3CC(CC(C3)C1)C2
  A: .	B: .	C: 5	D: 12

N#Cc1cc(Oc2cccnc2)c(Oc2cccnc2)cc1C#N
  A: -40	B: 6	C: 15	D: 6

CN(C(=O)CSc1nc(-c2ccccc2)cn1N)C(c1ccccc1)c1ccccc1
  A: .	B: .	C: 1	D: 0

COc1ccc(NC(=O)c2cc(-c3cc(C)cc(C)c3O)n[nH]2)cc1Cl
  A: .	B: .	C: -1	D: 25

O=C(CC(c1ccccc1)c1ccccc1O)N1CCCC1 (stereo not drawn)
  A: .	B: .	C: 21	D: 24

COCCn1c(SCc2cccnc2)nnc1-c1ccco1
  A: 17	B: -3	C: 3	D: -3

CC(=O)Nc1ccc2ccccc2c1
  A: 14	B: 13	C: 18	D: 13

O=C(CCn1c(=O)oc2ccccc21)N1CCCCCC1
  A: 33	B: -17	C: 3	D: -17

COc1ccc2sc(NC(=O)c3ccco3)nc2c1
  A: 40	B: 24	C: -2	D: 24

CSCCC1C(=O)OC2(C)CC(C)(C)NC(=S)N12 (stereo not drawn)
  A: 8	B: -4	C: -3	D: -4

COc1ccc(CNC(=O)Nc2cccc3ccccc23)cc1
  A: -16	B: .	C: 12	D: 0

CC(=O)c1cccc(N(CC(=O)N2CCCCC2)S(C)(=O)=O)c1
  A: .	B: .	C: 28	D: 10

CCC1CCCCN1c1cc(C)nc2cc(-c3cccc(C)c3)nn12 (stereo not drawn)
  A: .	B: .	C: 8	D: 9

O=C(CCS(=O)(=O)c1ccc(Br)cc1)N1CCN(c2ccccc2Cl)CC1
  A: 15	B: 17	C: 10	D: 17

COC(=O)C(C(=O)OC)C(C)C(C(=O)OC)C(=O)OC
  A: 9	B: 22	C: 7	D: 22

O=C(CSc1ncn[nH]1)Nc1ccc2c(c1)OCCO2
  A: 18	B: .	C: 6	D: 0

Reprinted from the part before: 5 compounds; new compounds follow.
Field names – A = Yeast eIF2B; B = Yeast eIF2B mutant toxicity; C = Yeast tox; D = Yeast tox inhibition %
CC(=O)c1cccc(N(CC(=O)N2CCCCC2)S(C)(=O)=O)c1
  A: .	B: .	C: 28	D: 10

CCC1CCCCN1c1cc(C)nc2cc(-c3cccc(C)c3)nn12 (stereo not drawn)
  A: .	B: .	C: 8	D: 9

O=C(CCS(=O)(=O)c1ccc(Br)cc1)N1CCN(c2ccccc2Cl)CC1
  A: 15	B: 17	C: 10	D: 17

COC(=O)C(C(=O)OC)C(C)C(C(=O)OC)C(=O)OC
  A: 9	B: 22	C: 7	D: 22

O=C(CSc1ncn[nH]1)Nc1ccc2c(c1)OCCO2
  A: 18	B: .	C: 6	D: 0

CCc1nnc(NC(=O)c2ccc(-c3ccccc3Cl)o2)s1
  A: .	B: .	C: 4	D: 5

c1ccc(-c2ccccc2-c2nc(-c3cccnc3)no2)cc1
  A: 22	B: -4	C: 4	D: -4

Cc1cccc(-n2nc(C)cc2N)c1
  A: .	B: .	C: 11	D: 11

Cc1cc(C(=O)CN(Cc2ccc(F)cc2)S(=O)(=O)c2ccc3c(c2)OCCO3)c(C)n1C
  A: 30	B: -3	C: 2	D: -3

CCOC(=O)N1CCN(C(=O)c2cc(S(=O)(=O)N3CCCC3)cn2C)CC1
  A: -20	B: 24	C: 9	D: 24

O=C(C1CCN(S(=O)(=O)c2cccc3nsnc23)CC1)N1CCN(c2ccccc2F)CC1
  A: 5	B: 4	C: 5	D: 4

O=C(CSc1nnc(-c2ccccn2)n1Cc1ccco1)Nc1ccc2c(c1)OCO2
  A: .	B: .	C: 10	D: 2

CCS(=O)(=O)CCSc1nc(C)cc(C)c1C#N
  A: 39	B: .	C: -8	D: 0

CC(=O)c1cccc(N=C2NC(=O)C(CO)(CO)S2)c1
  A: 10	B: .	C: .	D: .

O=C(Nc1cccc(Oc2ccc3c(c2)C(=O)NC3=O)c1)c1ccco1
  A: -6	B: -2	C: 4	D: -2

O=C1Nc2ccccc2N(O)N1c1cc(-c2ccccc2Cl)no1
  A: -1	B: 14	C: 10	D: 14

Cc1ccc(NC2c3ncccc3C(=O)N2Cc2ccc(F)cc2)cc1 (stereo not drawn)
  A: -2	B: 10	C: -9	D: 10

CCOC(=O)C1C(=O)C=C(c2ccc(NS(C)(=O)=O)cc2)CC1c1ccco1 (stereo not drawn)
  A: 22	B: 2	C: -4	D: 2

CCS(=O)(=O)N1CCC(C(=O)N2CCN(c3ccccc3)CC2)CC1
  A: 21	B: 8	C: 24	D: 8

CCn1c(SCC(=O)c2ccc(O)c(O)c2)nnc1-c1ccccc1OC
  A: 4	B: 4	C: 9	D: 4

O=C(Nc1nccs1)C1CCCN1S(=O)(=O)c1ccc(Cl)cc1 (stereo not drawn)
  A: -36	B: -9	C: 8	D: -9

CCOC(=O)N1CCC(=C(C#N)C(=O)Nc2cc(OC)ccc2OC)CC1
  A: 7	B: 3	C: -4	D: 3

Cc1cccc(C)c1NC1=NC(=S)N(c2ccccc2)C12CCOC(C)(C)C2 (stereo not drawn)
  A: .	B: .	C: 16	D: 14

Cc1nc2ccc(NS(=O)(=O)c3c(C)c(C)cc(C)c3C)cc2s1
  A: 2	B: .	C: 17	D: 0

COc1ccc(-c2noc(CCC(=O)O)n2)cc1
  A: 26	B: 6	C: -4	D: 6

COc1cc(C(=O)NCc2ccccn2)ccc1OCc1c(C)noc1C
  A: -6	B: -29	C: -27	D: -29

CC(=O)c1cccc(NC(=O)CN(c2ccc(C)cc2)S(=O)(=O)c2cccc3nonc23)c1
  A: 21	B: -7	C: 20	D: -7

COc1ccccc1/C=C/C(=O)NCC(=O)N/N=C/c1cc(Br)ccc1OC
  A: .	B: .	C: -4	D: 10

COC(=O)COc1nc(C)c(Br)c(OC)n1
  A: -1	B: -7	C: -10	D: -7

COc1cccc(-c2csc(N3CCN(Cc4ccccc4)CC3)n2)c1
  A: 23	B: -5	C: -13	D: -5

Cc1ccc(-n2nc3c(c2NC(=O)c2ccc(OC(C)C)cc2)CS(=O)C3)cc1 (stereo not drawn)
  A: 20	B: 7	C: 14	D: 7

c1ccc(CSCCc2ccncc2)cc1
  A: 21	B: 20	C: 22	D: 20

Cc1cc(Cl)ccc1OCC(=O)N1CCCCC1
  A: .	B: .	C: 16	D: 4

CCOc1c(C(=O)CC)cc2c(C)cc(=O)oc2c1C
  A: -48	B: 7	C: 13	D: 7

COc1cc2cc(C(c3nnnn3C(C)(C)C)N3CCC(C)CC3)c(=O)[nH]c2cc1OC (stereo not drawn)
  A: .	B: .	C: 1	D: 11

CCOC(=O)C1=C(C)NC(SCC(=O)OC)=C(C#N)C1c1ccc(C(=O)OC)cc1 (stereo not drawn)
  A: 10	B: -9	C: -5	D: -9

Cc1nc2c(c(-c3ccccc3)c1C#N)C(=O)c1ccccc1-2
  A: 9	B: -43	C: 14	D: -43

CN(C)CCCOC(=O)Cc1ccc(Cl)cc1
  A: 16	B: 3	C: 26	D: 3

COc1ccc(C2NC(C(=O)O)Cc3c2[nH]c2ccccc32)cc1OC (stereo not drawn)
  A: .	B: .	C: 17	D: 18

CCCn1nnc(NC(=O)c2cccnc2Cl)n1
  A: 14	B: 19	C: 1	D: 19

COc1cccc(-n2nnnc2SCC(=O)Nc2nc3c(s2)CCCC3)c1
  A: 26	B: -34	C: -41	D: -34

CC(=O)c1c(C(C)=O)c(C)n(-c2ccc(N)c(C)c2)c1C
  A: 23	B: 15	C: 6	D: 15

Cc1cc(Cl)ccc1OCCCC(=O)NCC1CCCO1 (stereo not drawn)
  A: -28	B: 14	C: -3	D: 14

COc1ccc(C(=O)Nc2ccc(S(=O)(=O)Nc3cc(C)nc(C)n3)cc2)c(OC)c1
  A: 17	B: -45	C: -5	D: -45

A portion of the library; the hit share may differ from the screen's.
